# Screens from PubChem.
# IL-2 act = activators of IL-2 | AID 652025 | activation, % (series mostly up to about 46 µM) | actives 0.065% (n = 360,000) | IL-2 activation reporter assay, cell-based qHTS; stimulated with anti-CD3/CD4/CD28 beads; in transgenic mouse T cells; in the data active = activation above about 50%; inconclusive = mostly about 30% to 49%; note: 0% is about no effect
#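 Using fluorescent plate cytometry, EGFP and DsRed are detected in transgenic mouse T cells stimulated 18 h at 37 degrees C with antibody-coated beads after 60 min compound pretreatment.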
# GLP1R inv ag = inverse agonists of human GLP-1 receptor. HEK293 GLP-1R CRE-luciferase, luminescence, 24 h; GLP-1R form is constitutively active. P43220. AID 624417. Potency, µM (doses to about 38.3 µM), inactives show at the top dose activity change, negative = inhibition, usual class: inhibitors. actives 1.6% (n = 410,000); note: potency is the fitted concentration of half-maximal effect; % is set by controls: 0 for no effect and ±100 for the full control effect; nearly all actives have a fitted effect of over 55% in size
#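 Constitutively active GLP-1R drives a cAMP-responsive luciferase in stably transfected HEK293 cells; test compounds are added after overnight (12 h) attachment and left 24 hr, and signal loss in luminescence marks inhibition.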
# D3 ag = D3 dopamine receptor (human) agonism; P35462; D3R DiscoveRx beta-arrestin cells, luminescence, 90 min; max activation, %; actives 0.58% (n = 410,000); AID 652048; in the data active = max activation above about 30%; note: 0% is about no effect; mostly tested at two doses, the higher about 12 µM
# Target sequence (P35462 whole entry, looked up): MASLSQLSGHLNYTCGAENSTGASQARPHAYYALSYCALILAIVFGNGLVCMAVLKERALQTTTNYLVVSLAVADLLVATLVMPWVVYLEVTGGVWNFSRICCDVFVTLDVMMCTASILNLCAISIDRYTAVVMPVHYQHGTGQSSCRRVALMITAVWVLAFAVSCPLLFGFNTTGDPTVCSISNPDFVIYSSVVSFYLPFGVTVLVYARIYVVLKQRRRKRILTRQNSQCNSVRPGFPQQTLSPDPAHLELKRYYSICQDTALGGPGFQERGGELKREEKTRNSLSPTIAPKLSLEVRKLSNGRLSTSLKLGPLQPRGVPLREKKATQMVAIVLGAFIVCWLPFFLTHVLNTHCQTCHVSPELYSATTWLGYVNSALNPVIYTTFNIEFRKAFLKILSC
#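 Agonist-mode cell screen: cells plated at 1500/well and incubated overnight at 37 °C, then exposed to library compounds for 90 min at 37 °C. Detection reagent was added for 30–60 min at room temperature, and luminescence was read.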
# GLP-1R agonist = GLP-1 receptor (human) agonism. P43220. HEK293 GLP-1R CRE-luciferase, luminescence, 4-6 h; cells express a hypersensitive GLP-1R form. Potency, µM (titrated, usually from 45.6 µM), for the others: top-dose activation, usual class: activators. actives 0.007% (n = 380,000); note: potency is the fitted concentration of half-maximal effect; % of control where 0% means no effect
# HEK293 tox = cytotoxicity in counter-screen for GLP-1R inverse agonists; AID 624418; Potency, µM (doses to about 38.3 µM), for inactives: at the top dose activity change, negative = inhibition, hits mostly inhibitors; HEK293 cAMP-luciferase reporter cells, luminescence, 24 h; actives 0.13% (n = 410,000);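 note: loss of luciferase light is scored as toxicity; potency is the fitted concentration of half-maximal effect; % is set by controls: 0 for no effect and ±100 for the full control effect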
#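 A 23 nL compound transfer followed 12 hours of cell culture at 37 deg C; exposure then lasted 24 hr. Luciferase assay detection reagent was dispensed and plates read for luminescence after a 12 min room-temperature wait.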
# PI5P4K alpha inh = blocks human PI5P4K alpha kinase activity | max response, % | PI5P4Kalpha enzyme, ADP-Glo luminescence, 60 min; hits give low values | actives 1.2% (n = 330,000); active = max response of -50% or lower; inconclusive = between -30% and -50%; inactive = -30% or higher; note: value at the top dose of about 77 µM; % is set by controls: 0 for no effect and ±100 for the full control effect
#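 ADP-Glo luminescence end-point after a 60 min room-temperature kinase reaction. PI5P4Kalpha and substrate in HEPES pH 7.4 buffer with EGTA, 0.1% CHAPS and 5% DMSO; ATP at 5 microM final.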
# WRN helicase inh = blocks human WRN helicase; Potency, µM (highest dose often 114 µM), for inactives: at the highest dose activity change, negative = inhibition, hits mostly inhibitors; AID 651768; actives 0.46% (n = 360,000); WRN helicase unwinding, fluorescent forked duplex, kinetic; Q14191; note: potency is the fitted concentration of half-maximal effect; % is set by controls: 0 for no effect and ±100 for the full control effect; nearly all actives have a fitted effect of over 55% in size
#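 Kinetic red-fluorescence monitoring (525/598 nm) tracks WRN helicase activity after 100 nM fluorophore-quencher forked duplex and 2 mM ATP are added to 20 nM enzyme pretreated 15 min at room temperature with compound.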
# PLK1 PBD block = inhibitors of human PLK1 polo-box domain binding. P53350. Plk1 PBD binding of FITC phosphopeptide, fluorescence polarization. Potency, µM, for inactives: max response, negative = inhibition, hits mostly inhibitors. actives 2.8% (n = 360,000); note: potency is the fitted concentration of half-maximal effect; series mostly up to about 57 µM; % is set by controls: 0 for no effect and ±100 for the full control effect; nearly all actives have a fitted effect of over 65% in size
# Target sequence (P53350 whole entry, looked up, the tested form may be a part): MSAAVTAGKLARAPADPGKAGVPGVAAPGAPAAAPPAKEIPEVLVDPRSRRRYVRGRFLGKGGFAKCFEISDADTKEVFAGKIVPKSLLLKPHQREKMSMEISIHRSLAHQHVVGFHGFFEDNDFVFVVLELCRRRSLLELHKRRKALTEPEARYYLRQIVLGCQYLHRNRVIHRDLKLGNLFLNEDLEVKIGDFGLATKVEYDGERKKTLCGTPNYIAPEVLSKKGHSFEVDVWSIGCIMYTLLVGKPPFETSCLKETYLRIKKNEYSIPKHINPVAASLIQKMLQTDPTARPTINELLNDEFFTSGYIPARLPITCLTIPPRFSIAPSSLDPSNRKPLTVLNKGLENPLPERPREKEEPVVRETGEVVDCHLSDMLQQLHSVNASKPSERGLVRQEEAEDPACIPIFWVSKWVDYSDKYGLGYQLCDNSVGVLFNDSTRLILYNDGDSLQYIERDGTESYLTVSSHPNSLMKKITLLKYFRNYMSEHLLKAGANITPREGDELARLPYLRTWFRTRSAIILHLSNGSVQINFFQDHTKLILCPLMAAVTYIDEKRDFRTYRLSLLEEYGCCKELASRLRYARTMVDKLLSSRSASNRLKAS
# DRD3 antagonist = D3 dopamine receptor (human) antagonism; P35462; D3R cells, DiscoveRx beta-arrestin luminescence, antagonist mode; hits give low values; max response, negative = inhibition, %; actives 2.5% (n = 360,000); in the data active = max response below about -50%; inconclusive = no clear call, values can overlap the other calls; note: % is set by controls: 0 for no effect and ±100 for the full control effect; mostly tested at two doses, the higher about 12 µM
#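 Cells plated overnight at 1500 cells/well, then exposed to library compounds with dopamine controls for 90 minutes at 37 degrees C. DiscoveRx reagent added for 30–60 minutes at room temperature; luminescence read, quantitative HTS format.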
# * = called active by the depositor; ? = inconclusive; / = no result given; & = joins results of further samples; [ ] = remark or other dose. Unless noted, calls come from the whole dose curve; as a rule, active = well fitted curve in the direction sought with a large enough effect; inconclusive = small, poorly fitted or top-dose-only effect, or another doubt; inactive = no such curve, though single readings can be large; an effect the other way counts as inactive or inconclusive. An unsorted share of the library. About 7.8% of those tested had a hit in this group.
Compound	IL-2 act	GLP1R inv ag	D3 ag	GLP-1R agonist	HEK293 tox	PI5P4K alpha inh	WRN helicase inh	PLK1 PBD block	DRD3 antagonist
C/C(=N\NC(=S)NC1CCCCC1)c1ccc(OC(F)F)cc1OC(F)F	-4.8	?	-14	26%	?	27	-8%	-2%	?
S=c1[nH]nc(-c2ccc3ncccc3c2)n1-c1ccc2c(c1)OCCO2	0.8	58%[activator]	-1	13%	1%	-18	-3%	-9%	-22
Cc1ccc(S(=O)(=O)c2nc(-c3ccccc3Br)oc2N(C)C)cc1	-3.0	?	-3	-2%	?	-6	-32%	-17%	-12
COC(=O)c1ccccc1NC(=O)COc1ccc(S(=O)(=O)N2CCCC2)cc1C	-0.1	9%	17	-3%	6%	/	-6%	-9%	15
CC(NC(=S)NCCN1CCOCC1)C12CC3CC(CC(C3)C1)C2 (stereo unspecified)	-0.1	-25%	-15	8%	-27%	10	-7%	-8%	-4
Cc1ccc(-c2csc(NC(=O)CSc3nc4ccccc4o3)n2)cc1	-0.3	4%	3	-38%[inhibitor]	-16%	0	-10%	-9%	14
O=C(Cc1ccc(Cl)cc1)NNC(=O)c1cnccn1	-3.2	-1%	-9	1%	-5%	-10	6%	30µM*	15
COc1ccc(C(C(=O)NCC2CCCO2)N(C(=O)Cn2nnc3ccccc32)c2ccc(NC(C)=O)cc2)cc1 (stereo unspecified)	0.3	9%	5	9%	4%	0	2%	-8%	4
CCOC(=O)c1[nH]c(C)c(/C(O)=C2\C(=O)C(=O)N(CCN(C)C)C2c2cccc(OC)c2OC)c1C (stereo unspecified)	-2.0	-7%	-19	-4%	3%	/	-2%	-1%	-11
COc1ccc(NC(=O)Nc2nnc(-c3ccccc3SCc3ccccc3)s2)cc1	-0.6	-27%	0	-6%	?	3	4%	-18%	20
Cc1noc(C)c1CSc1ccccc1C(=O)OC(C)C(N)=O (stereo unspecified)	-2.1	9%	-5	10%	-4%	-13	-20%	-3%	1
Cn1cccc1C(=O)NCc1ccc(Cl)cc1	-1.1	-24%	3	6%	0%	2	-8%	-4%	-1
Cc1n[nH]c(C)c1S(=O)(=O)N(CC(=O)NCc1ccccc1Cl)c1ccc(C(C)C)cc1	/	10µM*	5	-6%	-15%	/	/	/	/
C/C(N)=C(\C#N)C(=O)NCCc1ccccn1	0.6	6%	0	1%	-4%	-6	11%	-3%	-2
COc1ccc(CN2CCN(Cc3cc(=O)oc4cc(C)ccc34)CC2)c(OC)c1OC	-0.7	?	-12&-38	15%	-16%&-18%	-2	7%	-1%	-8
CCOc1ccc(-c2c(C(=O)N/N=C/c3cccc(Br)c3)nnn2-c2nonc2N)cc1	-0.6	2%	5	-7%	0%	2	-12%	-13%	0
CN(C)CCCNc1cc(C(C)(C)C)nc2c(-c3ccc(Cl)cc3)cnn12	-5.5	?	10	3%	?	41	-12%	3%	1
CC1CCC2C(=O)N(c3ccccc3OC(=O)c3ccccc3F)C(=O)C2C1 (stereo unspecified)	-0.9	6%	-13	5%	2%	3	-1%	-11%	-21
Cc1cc(NC(=O)CN2CCCCC2C)no1 (stereo unspecified)	-3.6	4%	-1	-6%	-2%	-2	5%	-5%	-21
Cc1ccc2nc(SCC(=O)OCc3ccccc3)nc(=O)n2c1	-0.2	6%	-1	4%	-26%	2	-9%	-9%	-55*
O=c1nc(N2CCOCC2)ccn1Cc1ccc(Br)cc1	-0.5	3%	1	-4%	2%	/	0%	-1%	6
COc1ccc(CNC(=O)C2CCCN(c3nn4c(=O)cc(C)nc4s3)C2)cc1 (stereo unspecified)	0.2	8%	3	-1%	-3%	-9	-4%	-4%	-14
O=C([C@@H]1Cc2ccccc2CN1)N1CCN(Cc2ccccc2)CC1	1.0	-27%	-3	1%	3%	-2	2%	2%	-1
CCC(CO)Oc1cc(NCc2ccc(C)c(C)c2)c2ncn(C(C)C)c2c1 (stereo unspecified)	-0.8	?	-1	2%	-21%	1	-8%	1%	19
COc1cccc(/C=N/NC(=O)C(=O)NCc2ccco2)c1O	-1.5	0%	3	-9%	-24%	/	1%	-3%	5
COc1ccc(C(c2sc3nc(C)nn3c2O)N2CCC(O)CC2)cc1OC (stereo unspecified)	-2.2	11%	-1	1%	14%	3	9%	8%	-15
O=C(CN(CC1CCCO1)C(=O)CCC(=O)Nc1ccccn1)NCC1CCCO1 (stereo unspecified)	-0.2	7%	6	-2%	-4%	-7	7%	-2%	-4
COc1cc2c(C(=O)Nc3ccccc3F)cn(C)c(=O)c2cc1OC	-2.4	39%[activator]	7	7%	-15%	-1	-3%	4%	28
CCN(CC)C(=O)CSc1nnc([C@@H](NC(=O)OC(C)(C)C)C(C)C)o1	-0.2	-4%	-1	6%	10%	/	-10%	-5%	-11
COc1cccc(CNS(=O)(=O)c2ccc(S(=O)(=O)N3CCCC3)cc2)c1	-0.4	8%	2	7%	-1%	-1	-5%	-7%	-24

# Reprinted from the part before: two entries; new compounds follow.
Compound	IL-2 act	GLP1R inv ag	D3 ag	GLP-1R agonist	HEK293 tox	PI5P4K alpha inh	WRN helicase inh	PLK1 PBD block	DRD3 antagonist
CCN(CC)C(=O)CSc1nnc([C@@H](NC(=O)OC(C)(C)C)C(C)C)o1	-0.2	-4%	-1	6%	10%	/	-10%	-5%	-11
COc1cccc(CNS(=O)(=O)c2ccc(S(=O)(=O)N3CCCC3)cc2)c1	-0.4	8%	2	7%	-1%	-1	-5%	-7%	-24
CC1(C(=O)O)CCCN1C(=O)c1cccc(C(F)(F)F)c1 (stereo unspecified)	-0.1	16%	-9	2%	-1%	1	-5%	2%	3
CCN(C(=O)c1ccc(S(C)(=O)=O)cc1)C12CC3CC(CC(C3)C1)C2	0.8	20%	1	-3%	-3%	-1	2%	-7%	1
C=CCNCC(=O)NN=C(c1ccccc1)c1ccccc1	0.4	-28%	4	2%	-12%	4	-15%	-3%	16
Cc1nnc(SCC(=O)NCc2ccc3c(c2)OCO3)s1	-1.0	0%	-1	4%	7%	/	-4%	-1%	8
O=C(NCCCN1CCOCC1)c1ccc(CSCc2cccc(Cl)c2)o1	0.2	?	0	23%	6%	8	5%	-6%	5
COc1cccc(CC2(CO)CCCN(Cc3sc(N4CCCC4)nc3Cl)C2)c1 (stereo unspecified)	0.4	?	-13	9%	13%	1	-5%	?	-15
Cc1ccc(NCc2ccccc2F)cc1	-3.4	9%	-6	-1%	-21%	-7	6%	4%	0
O=C(Nc1ccccc1)c1ccc(Br)c(S(=O)(=O)Nc2cccnc2)c1	-1.4	6%	3	-14%	5%	-4	-13%	-12%	-12
Cc1noc(C)c1S(=O)(=O)N(C)C[C@@H]1OCc2cnnn2CCCC(=O)N([C@H](C)CO)C[C@@H]1C	-3.2	11%	6	5%	-8%	-2	-3%	-16%	10
Cc1cc(C)cc(NC(=O)CSc2nc3c(c(=O)n2C)SC(C)C3)c1 (stereo unspecified)	-4.2	12%	-8	12%	-13%	-7	2%	-10%	?
Cc1ccc(OCCn2cnc3c2c(=O)n(C)c(=O)n3C)cc1	-3.8	6%	-3	14%	12%	7	-3%	-13%	11
O=C(Oc1ccc2cccc(OC(=O)N3CCOCC3)c2c1)N1CCOCC1	0.9	2%	4	6%	-2%	-10	2%	3%	53
COC(=O)c1sccc1NC(=O)/C=C/C(=O)O	-1.9	7%	1	1%	-14%	-1	11%	-15%	?
NNc1nc(Nc2ccc([N+](=O)[O-])cc2)nc(N2CCCCCC2)n1	-0.4	-2%	-25	10%	-26%	-5	-30%	-6%	-52*
COc1ccc([C@H]2C[C@@H](n3cc(-c4ccc(F)cc4)nn3)[C@H](O)CN2Cc2cccs2)cc1	1.9	?	2	16%	?	-1	-3%	-14%	6
O=C(NNC(=S)NC(=O)C12CC3CC(CC(C3)C1)C2)c1ccncc1	3.1	0%	2	-4%	-9%	/	0%	-7%	4
CCOc1ccc(NC(=O)CNC(=O)c2nn(-c3ccc(OC)c(OC)c3)c(=O)c3ccccc23)cc1	0.4	53%[activator]	37*	8%	2%	-4	-30%	0%	86
COc1ccc(CCC(=O)NCc2cnn(C)c2)cc1	-1.0	4%	2	-13%	-9%	/	4%	-8%	-20
COc1ccc(C(=O)O)cc1S(=O)(=O)NC(C)(C)C	-0.9	11%	10	-1%	12%	-13	5%	24µM*	9
COc1ccccc1CNC(=O)COC(=O)c1ccccc1-c1ccccc1	-1.4	?	-1	-3%	8%	8	-5%	-7%	-2
O=C(Nc1ccsc1C(=O)O)c1ccc(Cl)cc1	-3.1	-6%	-5	-3%	-8%	?	-17%	-1%	3
Cc1cccc(N2CCN(c3ccc(N4C(=O)CCCC4=O)cc3[N+](=O)[O-])CC2C)c1 (stereo unspecified)	-0.2	-4%	-5	-16%	-16%	-3	-26%	-8%	-8
Cc1occc1C(=O)N/N=C/C=C/c1ccccc1[N+](=O)[O-]	-3.0	12%	-13	15%	-3%	2	4%	-10%	-27
CCOc1ccc(CCNC(=O)CS(=O)(=O)Cc2nc(-c3ccccc3F)oc2C)cc1	1.6	-3%	-2	-5%	-2%	0	1%	-5%	7
O=C(c1cc2c(s1)-c1ccccc1OC2)N1CCCC1	-1.5	29%	14	-4%	-28%	0	2%	-13%	55
COCCCNc1nc2c(c(=O)n(Cc3cccc(Br)c3)c(=O)n2C)n1C	-0.6	?	9	10%	0%	5	8%	-3%	-12
Cc1ccc(S(=O)(=O)OCCC2=CC(=O)CCN2Cc2ccccc2)cc1	-1.8	14%	1	-6%	14%	6	-11%	-6%	-23
O=C(Nc1ccc(Cl)c(Cl)c1)N1CCSCC1	-1.4	-3%	0	0%	5%	-1	-4%	3%	5
O=C(NC1CCN(c2ncccn2)CC1)c1cccc(F)c1	-0.6	0%	0	5%	-24%	-7	3%	-4%	4
